HTR5A ag ctr: counter-screen for OPRM1-OPRD1 agonists: human HTR5A agonism. P47898. HTR5A agonist assay, luminescence, cell-based. activation, % at 9.3 µM. hit rate 0.61% among 340,000; in the data active means activation mostly above about 9.5%, no sharp cut-off; inactive means mostly below about 7.6%;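 further: 0% = cells with vehicle only and 100% = reference agonist; strong numbers were not always called active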
Target sequence (P47898 whole entry, looked up): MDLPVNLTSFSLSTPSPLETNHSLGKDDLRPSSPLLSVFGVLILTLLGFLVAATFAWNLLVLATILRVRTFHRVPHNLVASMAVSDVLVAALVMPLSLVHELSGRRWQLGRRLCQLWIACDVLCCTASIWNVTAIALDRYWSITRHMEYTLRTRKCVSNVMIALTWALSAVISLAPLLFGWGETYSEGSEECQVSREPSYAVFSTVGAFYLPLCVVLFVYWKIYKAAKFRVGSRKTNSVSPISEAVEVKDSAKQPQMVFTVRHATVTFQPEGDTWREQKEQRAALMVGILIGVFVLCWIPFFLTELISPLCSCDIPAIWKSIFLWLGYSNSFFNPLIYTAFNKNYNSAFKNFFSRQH
MOR-DOR ag: OPRM1-OPRD1 heterodimerization agonism | AID 504326 | activation, % at 9.3 µM | hit rate 0.3% among 340,000 | cells, luminescence | P35372+P41143; in the data active means activation above about 18%;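 further: 0% = vehicle-treated cells and 100% = reference agonist; values of inactives mirror those of a sister screen read the other way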
DSG3 Ab inh: blocks pemphigus antibody binding to human desmoglein-3 | P32926 | DSG3-coupled beads, scFv-anti-DSG3-GFP binding, flow cytometry; hits give low values | binding (percent of control), % at 10 µM | hit rate 0.48% among 310,000;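 active means binding more than 3 SD below its plate's average and above zero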;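 further: hits lower antibody fragment binding to DSG3; some compounds called inactive have numbers as strong as hits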
MOR-DOR inv ag: inverse agonist of human OPRM1-OPRD1 heterodimerization | P35372+P41143 | cell-based MOR-DOR heterodimer luminescence, inverse agonism | inhibition, % at 9.3 µM | hit rate 0.21% among 340,000; in the data active means inhibition above about 22%, passing the limit was not always enough;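 further: 0% = cells with DMSO and 100% = wells without cells with DMSO; values of inactives mirror those of a sister screen read the other way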
HTR5A inv ag: counter-screen for OPRM1-OPRD1 inverse agonists: human HTR5A inverse agonism; P47898; HTR5A cell line, luminescence; inhibition, % at 9.3 µM; hit rate 0.083% among 340,000; in the data active means inhibition mostly above about 23%, no sharp cut-off; inactive means mostly below about 18%;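 further: 0% = cells with DMSO and 100% = no-cell wells with DMSO; some compounds called inactive have numbers as strong as hits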
Mot1-301 SUMO: blocks SUMOylation pathway, rescuing yeast Mot1-301 growth. S. cerevisiae Mot1-301 growth rescue, ATP luminescence, 38.5C; percent above DMSO median, 100 means doubled. growth rescue, % at 18.8 µM. hit rate 1% among 320,000. AID 2716;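 active means every valid replicate shows activation above 250% relative to neutral control wells; inactive means the rest, any valid replicate at or below 250%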;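 further: OY570 slx delta 5 strain wells were the positive control but not used for scaling; some compounds called inactive have numbers as strong as hits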
AddAB inh: less growth of phage-infected E. coli with AddAB; hit rate 0.29% among 330,000; inhibition, % at 11.9 µM; E. coli expressing H. pylori AddAB, absorbance growth; in the data active means inhibition above about 12%;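 further: 0% = vehicle wells of infected cells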
PfHsp90 yeast 2: growth inhibition of yeast expressing Plasmodium Hsp90; inhibition, % at 9.4 µM; hit rate 0.32% among 310,000; AID 504621; S. cerevisiae expressing PfHsp90, BacTiter-Glo ATP, 48 h; yeast lacking PDR1 and PDR3 efflux regulators;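 active means every replicate shows inhibition above about 80%, whatever the replicate mean, limit read from the data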;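 further: 0% = DMSO neutral controls and 100% = 20 µM radicicol positive controls; yeast relying on Plasmodium falciparum Hsp90 in place of its own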
phage Ecoli inh: E. coli growth loss with phage present; inhibition, % at 11.9 µM; hit rate 0.26% among 360,000; AID 651602; growth absorbance; in the data active means inhibition above about 11%
E coli growth: counter-screen for AddAB inhibitors: E. coli growth inhibition; E. coli V3065 growth, OD600 absorbance, 18 h; inhibition, % at 11.9 µM; hit rate 0.27% among 330,000; AID 449728;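 active means inhibition above the campaign's mean inhibition across all tested compounds plus 3 SD, cut at about 9.9% in these data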;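 further: uninfected addAB+ strain grown without phage in ampicillin broth; 0% = DMSO wells and 100% = ciprofloxacin 0.95 µg/ml wells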
PKA-R1A activ: activates the PKA-R1A holoenzyme complex; PKA-R1A dissociation, Cy5-IP20 fluorescence polarization; scaled: DMSO 0%, 113 µM cGMP 100%; activation, % at 11.4 µM; P00514+P68181; AID 504707; hit rate 0.083% among 340,000;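 active means percent activation above the mean of all tested compounds plus 3 SD, cut at about 19% in these data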;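 further: higher means more PKAc released from R1A so a rise in polarization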
The depositor's hits bear a star. Not a hit list; 3.2% or so of the library scored in one or more.

How did O=C(CCCn1c(SCc2cc(=O)n3cc(Cl)ccc3n2)nc2ccccc2c1=O)NCC1CCCO1 (configuration not stated) do in these assays?
HTR5A ag ctr: 1.6; MOR-DOR ag: -2.7; DSG3 Ab inh: 99.2; MOR-DOR inv ag: 14.8; HTR5A inv ag: -4.5; Mot1-301 SUMO: 82.8; AddAB inh: -0.8; PfHsp90 yeast 2: 5.6; phage Ecoli inh: 1.0; E coli growth: -0.2; PKA-R1A activ: 1.3

What do the screens show for `O=C(O)c1cccc2c1Oc1ccccc1S2(=O)=O`?
HTR5A ag ctr: 3.9; MOR-DOR ag: 0.1; DSG3 Ab inh: 114.6; MOR-DOR inv ag: -0.3; HTR5A inv ag: -16.1; PfHsp90 yeast 2: 6.1; phage Ecoli inh: 0.6; PKA-R1A activ: 2.5

Results for COc1cc(-c2ccc(=O)[nH]n2)ccc1OC(F)F ?
HTR5A ag ctr: -1.1; MOR-DOR ag: 9.9; DSG3 Ab inh: 104.9; MOR-DOR inv ag: -53.6; HTR5A inv ag: 3.8; Mot1-301 SUMO: 3.2; AddAB inh: -0.9; PfHsp90 yeast 2: -7.3; phage Ecoli inh: 2.7; E coli growth: 2.9; PKA-R1A activ: -3.0

How did CC[C@@]12C(=O)N(c3ccc(C)cc3)C(=O)N1[C@H](c1ccc(OC)cc1)[C@@H]1C(=O)N(C(C)(C)C)C(=O)[C@@H]12 do in these assays?
HTR5A ag ctr: -0.2; MOR-DOR ag: -1.8; DSG3 Ab inh: 101.0; MOR-DOR inv ag: 9.9; HTR5A inv ag: 11.2; Mot1-301 SUMO: 6.6; AddAB inh: 4.7; PfHsp90 yeast 2: -1.6; phage Ecoli inh: 2.4; E coli growth: 1.7; PKA-R1A activ: -8.3

Results for CC(C)(C)SCCNC(=O)c1ccc(CN2CCc3ccccc3C2)cc1 ?
HTR5A ag ctr: 2.7; MOR-DOR ag: 10.7; DSG3 Ab inh: 104.2; MOR-DOR inv ag: -48.6; HTR5A inv ag: -9.6; Mot1-301 SUMO: -0.4; AddAB inh: 0.1; PfHsp90 yeast 2: -18.4; phage Ecoli inh: 2.3; E coli growth: -0.6; PKA-R1A activ: 1.0

How did N#Cc1ccc(NC(=O)COC(=O)CNC(=O)C2CCCCC2)cc1 do in these assays?
HTR5A ag ctr: 4.0; MOR-DOR ag: 0.0; DSG3 Ab inh: 115.3; MOR-DOR inv ag: 0.0; HTR5A inv ag: 1.6; Mot1-301 SUMO: 9.6; AddAB inh: 0.6; PfHsp90 yeast 2: -8.8; phage Ecoli inh: 1.4; E coli growth: 1.1; PKA-R1A activ: 0.9

Results for COc1ccc(N(C(=O)c2cc3ccccc3oc2=O)C2C=CS(=O)(=O)C2)cc1 (configuration not stated) ?
HTR5A ag ctr: 4.0; MOR-DOR ag: -1.7; DSG3 Ab inh: 100.7; MOR-DOR inv ag: 8.7; HTR5A inv ag: -11.1; Mot1-301 SUMO: 2.2; AddAB inh: -1.4; PfHsp90 yeast 2: -7.7; phage Ecoli inh: 1.1; E coli growth: -0.8; PKA-R1A activ: 2.9

Results for O=C(CC1CCCCC1)N=C1SC2CS(=O)(=O)CC2N1c1ccccc1 (configuration not stated) ?
HTR5A ag ctr: -1.1; MOR-DOR ag: -0.7; DSG3 Ab inh: 104.8; MOR-DOR inv ag: 3.6; HTR5A inv ag: 13.8; Mot1-301 SUMO: 0.5; AddAB inh: 1.1; PfHsp90 yeast 2: -10.8; phage Ecoli inh: 1.4; E coli growth: 0.5; PKA-R1A activ: 0.8

What do the screens show for `Cc1cccc(OC(C)C(=O)Nc2ccc(N3CCCCC3)cc2)c1` (configuration not stated)?
HTR5A ag ctr: 2.4; MOR-DOR ag: 3.9; DSG3 Ab inh: 101.9; MOR-DOR inv ag: -20.8; HTR5A inv ag: -7.1; Mot1-301 SUMO: 26.1; AddAB inh: -1.7; phage Ecoli inh: 1.9; E coli growth: -1.7; PKA-R1A activ: 6.2

What do the screens show for `CCOC(=O)c1ccc(CN2C(=O)c3ccccc3S2(=O)=O)cc1`?
HTR5A ag ctr: 0.0; MOR-DOR ag: 0.7; DSG3 Ab inh: 126.7; MOR-DOR inv ag: -3.5; HTR5A inv ag: 0.0; Mot1-301 SUMO: 3.2; AddAB inh: 0.7; PfHsp90 yeast 2: -12.6; phage Ecoli inh: 2.4; E coli growth: -0.3; PKA-R1A activ: 7.9

Results for C=C(C)COc1ccc(-c2nc(N)nc(C)c2Oc2ccccc2OC)c(O)c1 ?
HTR5A ag ctr: 3.8; MOR-DOR ag: 7.9; DSG3 Ab inh: 110.3; MOR-DOR inv ag: -35.1; HTR5A inv ag: -0.6; Mot1-301 SUMO: 14.5; AddAB inh: 3.0; PfHsp90 yeast 2: -30.3; phage Ecoli inh: 0.9; E coli growth: 3.2; PKA-R1A activ: 3.5

What do the screens show for `O=c1[nH]cnc2c1sc1nc(C(F)F)cc(-c3ccccc3)c12`?
HTR5A ag ctr: -1.2; MOR-DOR ag: -0.2; DSG3 Ab inh: 95.2; MOR-DOR inv ag: 0.7; HTR5A inv ag: 1.1; Mot1-301 SUMO: -0.4; AddAB inh: -2.3; phage Ecoli inh: 1.2; E coli growth: -0.7; PKA-R1A activ: 5.1

Results for C=CCn1c(O)c(N=NC(=O)c2ccccc2NS(=O)(=O)c2cccs2)c2ccccc21 ?
HTR5A ag ctr: 0.9; MOR-DOR ag: -1.6; DSG3 Ab inh: 99.6; MOR-DOR inv ag: 8.1; HTR5A inv ag: -2.4; Mot1-301 SUMO: -2.7; AddAB inh: 3.8; PfHsp90 yeast 2: -2.0; phage Ecoli inh: 0.0; E coli growth: -0.3; PKA-R1A activ: 4.4

What do the screens show for `O=C(CSc1nnc2c(Cl)cc(Cl)cn12)N1CCN(c2ccc(F)cc2)CC1`?
HTR5A ag ctr: 3.1; MOR-DOR ag: 0.9; DSG3 Ab inh: 104.7; MOR-DOR inv ag: -5.0; HTR5A inv ag: -2.3; Mot1-301 SUMO: -6.6; AddAB inh: -0.4; PfHsp90 yeast 2: 14.3; phage Ecoli inh: 1.6; E coli growth: -2.8; PKA-R1A activ: -4.6

Results for O=C(c1ccc(C(F)(F)F)cc1)C1CCCN(C(=O)CCc2ccncc2)C1 (configuration not stated) ?
HTR5A ag ctr: 0.1; MOR-DOR ag: 0.4; MOR-DOR inv ag: -2.3; HTR5A inv ag: 3.7; Mot1-301 SUMO: 30.4; AddAB inh: 2.4; PfHsp90 yeast 2: 43.3; phage Ecoli inh: 0.0; E coli growth: -0.4; PKA-R1A activ: -2.2

What do the screens show for `CSc1ccc(/C=c2\s/c(=C\C(=O)C(C)(C)C)n(CC(=O)NCCC3=CCCCC3)c2=O)cc1`?
HTR5A ag ctr: -5.5; MOR-DOR ag: 0.4; DSG3 Ab inh: 104.3; MOR-DOR inv ag: -3.2; HTR5A inv ag: 14.8; Mot1-301 SUMO: 11.2; AddAB inh: 0.7; PfHsp90 yeast 2: 1.8; phage Ecoli inh: 4.0; E coli growth: -0.5; PKA-R1A activ: -0.1

How did O=C(NC1CCCc2ccccc21)C1CCCN(S(=O)(=O)c2cnc[nH]2)C1 (configuration not stated) do in these assays?
HTR5A ag ctr: -1.5; MOR-DOR ag: -4.4; DSG3 Ab inh: 103.1; MOR-DOR inv ag: 22.1; HTR5A inv ag: 4.6; Mot1-301 SUMO: 344.5; AddAB inh: 1.4; PfHsp90 yeast 2: -2.6; phage Ecoli inh: 2.9; E coli growth: -3.0; PKA-R1A activ: -7.0

Results for CCOC(=O)c1ccccc1NS(=O)(=O)c1ccc(OCC)cc1 ?
HTR5A ag ctr: 1.1; MOR-DOR ag: -1.2; DSG3 Ab inh: 101.5; MOR-DOR inv ag: 6.3; HTR5A inv ag: -3.4; Mot1-301 SUMO: 4.9; AddAB inh: 0.4; PfHsp90 yeast 2: 10.4; phage Ecoli inh: 1.8; E coli growth: -2.2; PKA-R1A activ: 5.7

How did CN(CC(=O)NCCN1CCN(c2ccccc2)CC1)S(=O)(=O)c1ccc2c(c1)CCC(=O)N2 do in these assays?
HTR5A ag ctr: 11.5; MOR-DOR ag: -0.8; DSG3 Ab inh: 97.3; MOR-DOR inv ag: 4.0; HTR5A inv ag: -32.2; Mot1-301 SUMO: 93.2; AddAB inh: -0.7; PfHsp90 yeast 2: -2.2; phage Ecoli inh: 1.0; E coli growth: 1.5; PKA-R1A activ: -3.5

What do the screens show for `COc1cc(C(=O)NCC(=O)NC(C)c2ccc(-n3ccnc3)cc2)cc(OC)c1OC` (configuration not stated)?
HTR5A ag ctr: 6.8; MOR-DOR ag: 0.3; DSG3 Ab inh: 95.6; MOR-DOR inv ag: -1.8; HTR5A inv ag: -7.8; Mot1-301 SUMO: -5.7; AddAB inh: 0.1; PfHsp90 yeast 2: -12.8; phage Ecoli inh: -1.3; E coli growth: 2.0; PKA-R1A activ: -2.9

Results for CCN(C(=O)CSc1nnc(SC(C)C)s1)C1CCS(=O)(=O)C1 (configuration not stated) ?
HTR5A ag ctr: 5.5; MOR-DOR ag: -3.0; DSG3 Ab inh: 97.7; MOR-DOR inv ag: 15.6; HTR5A inv ag: -19.9; Mot1-301 SUMO: -6.4; AddAB inh: 1.1; PfHsp90 yeast 2: -2.4; phage Ecoli inh: 2.0; E coli growth: 0.7; PKA-R1A activ: -4.9

How did CCOC(=O)c1cc(C(=O)c2cccs2)n2ccc(C(C)=O)cc12 do in these assays?
HTR5A ag ctr: 19.9*; MOR-DOR ag: -2.6; DSG3 Ab inh: 89.2; MOR-DOR inv ag: 14.5; HTR5A inv ag: -55.0; Mot1-301 SUMO: 0.4; AddAB inh: 3.9; PfHsp90 yeast 2: -9.8; phage Ecoli inh: 0.9; E coli growth: 1.0; PKA-R1A activ: -2.5

What do the screens show for `O=C(NCc1ccco1)C1CC(=O)N(CCc2ccccc2)C1` (configuration not stated)?
HTR5A ag ctr: -3.9; MOR-DOR ag: -2.1; DSG3 Ab inh: 99.8; MOR-DOR inv ag: 12.2; HTR5A inv ag: -8.1; Mot1-301 SUMO: 1.5; AddAB inh: 2.8; PfHsp90 yeast 2: -1.0; phage Ecoli inh: 2.7; E coli growth: 0.5; PKA-R1A activ: -11.9

Results for CC(C)N(C)C(=O)C(=O)c1cccn1-c1cccc(Cl)c1C#N ?
HTR5A ag ctr: -1.6; MOR-DOR ag: -3.0; DSG3 Ab inh: 102.2; MOR-DOR inv ag: 15.1; HTR5A inv ag: 4.3; Mot1-301 SUMO: -3.6; AddAB inh: 3.1; PfHsp90 yeast 2: -4.9; phage Ecoli inh: 4.2; E coli growth: 0.1; PKA-R1A activ: -2.2
